BoNT-A LC inh2: BoNT A light chain protease inhibition; multiplex microsphere protease substrate cleavage, flow cytometry; inhibition, % at 10 µM; 360,000 compounds, 0.17% hits; AID 588499; note: plate controls were buffer without enzyme for full effect and enzyme alone for no effect
Anthrax LF prot: blocks Bacillus anthracis lethal factor protease; multiplex microsphere protease cleavage assay, LF; inhibition, % at 10 µM; 360,000 compounds, 0.12% hits; AID 588501; note: plate controls were buffer without enzyme for full effect and enzyme alone for no effect
Target sequence (P15917 whole entry, looked up): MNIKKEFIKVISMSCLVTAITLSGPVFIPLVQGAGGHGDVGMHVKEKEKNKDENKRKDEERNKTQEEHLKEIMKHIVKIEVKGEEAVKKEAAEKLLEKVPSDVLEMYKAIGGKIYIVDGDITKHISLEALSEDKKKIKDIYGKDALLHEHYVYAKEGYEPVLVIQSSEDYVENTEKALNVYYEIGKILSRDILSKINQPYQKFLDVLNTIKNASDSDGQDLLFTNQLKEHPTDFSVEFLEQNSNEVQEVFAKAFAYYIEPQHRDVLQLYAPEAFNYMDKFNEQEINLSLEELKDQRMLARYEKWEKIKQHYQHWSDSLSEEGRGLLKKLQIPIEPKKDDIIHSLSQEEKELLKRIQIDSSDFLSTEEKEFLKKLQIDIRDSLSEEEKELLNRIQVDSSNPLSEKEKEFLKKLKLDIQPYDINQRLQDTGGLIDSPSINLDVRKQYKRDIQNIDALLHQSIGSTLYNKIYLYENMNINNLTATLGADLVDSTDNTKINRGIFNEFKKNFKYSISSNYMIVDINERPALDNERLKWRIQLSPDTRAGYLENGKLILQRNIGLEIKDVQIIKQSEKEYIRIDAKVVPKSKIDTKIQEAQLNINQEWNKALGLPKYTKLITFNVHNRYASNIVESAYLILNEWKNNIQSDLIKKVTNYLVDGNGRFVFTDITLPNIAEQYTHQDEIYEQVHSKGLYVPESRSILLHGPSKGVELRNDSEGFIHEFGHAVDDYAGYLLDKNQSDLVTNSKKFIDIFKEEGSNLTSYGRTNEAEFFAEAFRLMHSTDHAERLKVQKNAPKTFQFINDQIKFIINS
3CLpro inhibitor: SARS-CoV 3CLpro protease inhibition | inhibition, % at 6 µM | 290,000 compounds, 0.14% hits | P0C6X7 | AID 1706 | recombinant SARS-CoV 3CLpro, quenched FRET peptide cleavage; in the data active = inhibition above about 12%
PriA SSB inh: K. pneumoniae PriA-SSBct interaction inhibition; inhibition, % at 33 µM; AlphaScreen SSBct-PriA binding, biotinylated peptide; 430,000 compounds, 0.6% hits; in the data active = inhibition mostly above about 37%, no sharp cut-off; inactive = mostly below about 20%;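 note: plate controls were negative control peptide for no effect and reference peptide for full effect; strong numbers were not always called active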
TcdB inh: TcdB glycohydrolase inhibition | TcdB glycohydrolase enzymatic assay, plate reader | inhibition, % at 9.99 µM | 350,000 compounds, 0.24% hits | AID 652162; in the data active = inhibition above about 10%
PfHsp40 rescue: rescue of PfHsp40-mediated yeast toxicity; growth rescue, % at 12.5 µM; 340,000 compounds, 0.68% hits; AID 504582; S. cerevisiae expressing PfHsp40, growth rescue, ATP luminescence; in the data active = growth rescue above about 28%, passing the limit was not always enough; inconclusive = no clear call, values can overlap the other calls;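 note: yeast W303a lacking pdr1 and pdr3 grown in galactose medium; growth measured after three days at 30 °C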
Y pestis TopoI: Y. pestis Topo-I inhibition via cleavage products; Y. pestis Topo-I cleavage product accumulation, plate reader; activity, % at 10 µM; 360,000 compounds, 0.064% hits; in the data active = activity above about 50%, passing the limit was not always enough; inconclusive = no clear call, values can overlap the other calls; note: inactives centre near 2
PrPC surface inh: cell surface PrPC inhibition, primary TR-FRET screen | P04156 | TR-FRET read-out | inhibition, % at 13.8 µM | 370,000 compounds, 0.43% hits; in the data active = inhibition above about 24%; note: 0% = median of the test wells and 100% = reference compound wells
BH1578 lux ind: inducers of Vibrio cholerae quorum light production without autoinducers; V. cholerae BH1578 lux reporter, luminescence, 6 h; activation, % at 18.7 µM; 350,000 compounds, 0.16% hits; AID 588436; in the data active = activation mostly above about 9.7%, no sharp cut-off; inconclusive = no clear call, values can overlap the other calls; inactive = mostly below about 3.7%; note: not every result past the cut was called active; inactives centre near 0; reference of the scale not given here
Starred values were filed as active, the others as inactive; i = inactive; ? = inconclusive; nt = no result given; & = joins results of further samples. Cut-off read from the data, not from the text of the source, unless noted: active = inhibition above about 30%; inconclusive = no clear call, values can overlap the other calls; inactive = below that. Not all compounds are listed; rates above refer to the full screens.

The line under a structure holds: BoNT-A LC inh2, Anthrax LF prot, 3CLpro inhibitor, PriA SSB inh, TcdB inh, PfHsp40 rescue, Y pestis TopoI, PrPC surface inh, BH1578 lux ind
CCC(C(=O)Nc1cc(C(=O)Nc2cc(C)ccn2)ccc1Cl)c1ccccc1 (stereo unspecified)
  -1.6, -5, 1, -14, -2.4, 0.5, 16, -1, 0.7
O=Cc1cccc(OCc2cccc3ccccc23)c1
  -0.3, 3, 2, -16, -0.1, -0.3, 6, 6, 1.1
CCN(CC)C(=O)C1=C(C)N(CCC2=CCCCC2)C(=O)C(CC(=O)NCc2cccs2)C1 (stereo unspecified)
  0.1, 1, nt, nt, 0.9, nt, 23, 5, -0.4
CC(C)(C)c1ccc(CC(=O)N2CCC2(C)C(=O)Nc2ccc(F)cc2F)cc1 (stereo unspecified)
  -0.5, 1, nt, nt, 0.9, nt, 39, -2, 0.3
CSc1cccc(NC(=O)CCCNC(=O)c2ccc(Cl)cc2)c1
  1.8, 0, 1, -6, -0.7, 0.3, 5, 8, -0.3
O=C(COc1ccc(Br)cc1)Nc1nnc(-c2cccnc2)s1
  nt, nt, -2, 2, -0.1, nt, nt, -7, nt
CCCN(CC(=O)Nc1ccccc1C)C(=O)C1CC(=O)N(c2ccccc2C(C)CC)C1 (stereo unspecified)
  -2.0, -9, nt, 12, 0.6, -0.1, 4, -3, 4.2
CCc1ccc(C=NC23CN4CN(CN(C4)C2)C3)s1
  ?, -1, -4, -16, nt, -0.4, 6, 1, -0.2
CC(C)N1C(=O)C(O)(C2COC(C)(C)CC2=O)c2ccccc21 (stereo unspecified)
  -0.2, 3, 8, -11, 0.5, -1.6, 4, 3, 0.4
COC(=O)c1ccc(NC(=O)C23CC4CC(C2)CC(n2cnc(Cl)n2)(C4)C3)cc1
  -0.5, -4, 3, 0, nt, 1.0, 4, -2, -0.2
CCOC(=O)C1=CN(CC)S(=O)(=O)NC1CC (stereo unspecified)
  -0.3, 2, nt, -6, -0.8, 0.1, 8, 5, i
COc1ccc(C2C(C#N)=C(N)Oc3c2c(-c2ccccc2)nn3-c2ccccc2)c(OC)c1OC (stereo unspecified)
  0.1, -7, -2, 4, nt, -0.8, 7, -1, -0.2
CN(C)C(=O)CSc1nc(-c2ccccc2)c(-c2ccccc2)o1
  -0.5, 0, 4, 7, 2.5, 8.0, 30, -9, -0.3
COCCCn1c(SCc2cccc(C(F)(F)F)c2)nc2cc(OC)c(OC)cc2c1=N
  -1.2, -9, 1, -14, nt, -0.1, -2, 0, -0.5
O=C(c1ccco1)N1CCN(C(=O)C2(S(=O)(=O)c3ccc(Cl)cc3)CC2)CC1
  0.6, -3, -8, 1, nt, 0.9, -3, 7, -0.2
COCc1cc(Sc2ccc(Cl)cc2Cl)nc(-c2ccccc2)n1
  -2.1, -11, -2, -21, nt, -0.4, 15, -4, -0.7
CC(=O)N(CCc1ccccc1)Cc1cc2cc(C)ccc2[nH]c1=O
  -3.0, -8, -5, -6, 1.2, -0.5, -1, -3, -2.1
C1=CC2(C=C1)OC21CCC2(C=CC3(C2)OC3C2CCCCC2)CC1 (stereo unspecified)
  -0.3, 0, nt, nt, 0.2, nt, 10, 2, -4.8
CCOC(=O)C1CCN(CCC(=O)Nc2ccccc2)CC1
  0.1, 1, -4, -10, nt, 0.9, 1, -1, i
O=C(CN(C(=O)c1ccc2c(c1)OCCO2)c1ccccc1)NCC1CCCO1 (stereo unspecified)
  0.1, -6, -5, 2, nt, 0.1, 0, 8, i
CCOC(=O)c1ccc(CNC(=O)c2n[nH]c(=O)c3ccccc23)o1
  ?, 0, 2, -19, nt, -0.5, 3, 10, -0.3
COc1cnn(Cc2ccccc2)c(=O)c1SCc1ccccc1
  -0.3, -7, 6, -20, nt, -1.2, 2, -11, 1.4
CN(C)C(=O)CSc1nnc([C@H](Cc2c[nH]c3ccccc23)NC(=O)OC(C)(C)C)o1
  ?, ?, nt, -2, nt, -1.1, 28, 9, -0.4
C1CCC(Nc2nc3nonc3nc2N2CCSCC2)C1
  0.4, 1, 0, 1, 0.5, -0.1, -11, 2, -0.3
CC(C)(C)c1cc(-c2ccccc2)no1
  0.0, 5, 4, 3, 2.2, -1.2, 8, 4, -0.4
COC(=O)[C@@H]1C[C@@H](c2ccccc2)[C@H](C)C1(C)C
  0.3, -7, nt, -11, 0.1, 1.1, -14, 3, 1.4
Cc1ccc(NC(=O)C2CCN(S(C)(=O)=O)CC2)cc1
  ?, 3, 3, 0&-5, nt, -0.7, 7, -4, -2.2
Cc1ccc2sc(NNC(=O)c3ccc4c(c3)OCCO4)nc2c1C
  1.3, -4, 2, -15, 1.0, 0.4, -8, -3, -0.2
CCN(CC(=O)N1CCCC1)S(=O)(=O)c1ccc2ccccc2c1
  -0.7, -3, -3, -18, 0.7, 0.5, 0, 3, i
CCOc1ccc(S(=O)(=O)N/N=C2/CC(c3ccccc3)Oc3ccccc32)cc1 (stereo unspecified)
  7.8, -6, 6, nt, nt, -0.6, -10, 0, i
CCNC(=O)N1CCCC(C(=O)c2ccc3cc(OC)ccc3c2)C1 (stereo unspecified)
  -0.4, 0, -1, -12, 1.1, -0.8, -4, 9, -0.3
O=C(O)c1ccccc1OCCOc1ccccc1C(=O)O
  -0.4, -1, -1, 0, nt, 0.3, 8, -5, i
O=C(COc1cc2oc(=O)c3c(c2cc1Cl)CCC3)NCc1ccncc1
  -0.2, 2, -6, 2, 0.4, 0.1, -9, 1, -0.9
CCOc1ccc(NS(=O)(=O)c2ccc3[nH]c(=O)c(=O)[nH]c3c2)cc1
  0.2, 0, 5, -6, 0.9, 0.0, 2, -5, -0.2
Cc1ccc(S(=O)(=O)N(C)c2ccc(OCC(=O)Nc3cccc(-n4cnnn4)c3C)cc2)cc1
  -1.5, -2, 4, -6, 0.5, -0.5, 1, -8, -0.3
COc1ccc(S(=O)(=O)NN=C2CCCCC2)cc1
  -0.4, -4, 5, -21, nt, -0.8, -1, -3, 1.0
C=CCn1c(SCC(=O)NCC2CCCO2)nc2scc(-c3ccco3)c2c1=O (stereo unspecified)
  ?, 0, -1, -18&-19, nt, -0.8, 25, -4, -1.4
O=C1C(C2=NC(c3ccccn3)C3C(=O)N(c4ccc(OC(F)(F)F)cc4)C(=O)C23)=C(O)c2ccccc21 (stereo unspecified)
  2.3, -18, -6, 0, 0.7, 0.6, -4, 8, -0.3
COc1cc(C)c(NC(=O)C(=S)NCc2ccccc2)cc1C
  0.7, -2, 1, -14, 1.1, 5.6, 24, -4, i
Cc1ccc(OCC(=O)Nc2ccc(-n3cnnn3)cc2)c(C)c1
  -110, -26, nt, -34, 0.6, -0.4, 2, 2, i
CCOC(=O)N1CCN(S(=O)(=O)c2cc(Br)cc3c2N(C(=O)C2CC2)CC3)CC1
  2.7, 4, 1, -29, nt, 0.5, 9, 2, -0.6
CC1CCCCC1NC(=O)CCS(=O)(=O)c1ccc2c(c1)NC(=O)CS2 (stereo unspecified)
  0.5, 2, 1, -21, -0.5, 1.1, 6, 4, -0.5
Cc1ccn2c(NC3CCCCC3)c(-c3cccc(-c4cccc(Cl)c4)c3)nc2c1
  0.3, -8, nt, -2, 1.4, 132*, 8, 1, -1.3
CN(C)S(=O)(=O)c1cccc(NC(=O)c2ccc(N3CCCC3=O)cc2)c1
  -2.2, 4, nt, -7, 0.7, -0.3, -1, -9, i
Cc1onc(-c2ccccc2Cl)c1C(=O)NCc1ccccc1F
  2.7, -1, 3, -12, 1.7, -0.9, 7, 0, i
CC1(C)CN(c2ccc(Br)cc2)C(=O)[C@H]1CC(=O)Nc1ccccc1
  0.2, -3, nt, nt, 1.2, nt, 23, 7, -1.1
COc1ccc2nc(SCC(=O)Nc3nccs3)[nH]c2c1
  -0.1, 1, 1, -13, 0.9, 0.7, -2, -4, -0.5
Cn1c(SCC(=O)N2CCOCC2)nnc1-c1ccc2ncccc2c1
  ?, 2, 7, 1, -1.4, -0.8, 0, -9, 0.0
c1cncc(-c2nc3c(ccc4ccccc43)[nH]2)c1
  1.3, -4, -2, 6, 4.6, 2.0, -9, -6, -1.7
C[C@H](CO)N1C[C@H](C)[C@@H](CN(C)S(=O)(=O)c2cn(C)cn2)Oc2cc(Br)ccc2S1(=O)=O
  -0.2, -7, nt, nt, 2.2&-0.9, nt, 2, -5, i

Compound profiles, as listed above. Values in the order: BoNT-A LC inh2	Anthrax LF prot	3CLpro inhibitor	PriA SSB inh	TcdB inh	PfHsp40 rescue	Y pestis TopoI	PrPC surface inh	BH1578 lux ind
CN(C)C(=O)CSc1nc(-c2ccccc2)c(-c2ccccc2)o1 is listed with -0.5	0	4	7	2.5	8.0	30	-9	-0.3
COc1cc(C)c(NC(=O)C(=S)NCc2ccccc2)cc1C is listed with 0.7	-2	1	-14	1.1	5.6	24	-4	i

Additional results.
The line under a structure holds: BoNT-A LC inh2, Anthrax LF prot, 3CLpro inhibitor, PriA SSB inh, TcdB inh, PfHsp40 rescue, Y pestis TopoI, PrPC surface inh, BH1578 lux ind
Cc1ccc(S(=O)(=O)N2CCCOC2CNC(=O)C(=O)NCc2ccccc2C)cc1 (stereo unspecified)
  -1.2, 1, 0, -7, -0.1, -0.6, 28, 4, i
CC(/C=C/c1cccs1)=C\C(=O)O
  0.4, 3, 7, -3, nt, 2.1, 6, -18, i
O=S(=O)(NCc1ccc2c(c1)OCO2)c1c(F)cc(F)cc1Br
  -3.0, 15, 1, -3, 0.5, 0.6, 6, -3, -0.2
COC(=O)c1ccc(CN2C(=O)C(C)ON=C2c2ncccc2C)o1 (stereo unspecified)
  -0.3, 8, nt, nt, 0.6, nt, 0, -2, -0.4
CCOC(=O)Cn1c(SC)nc2sc3c(c2c1=O)CC(C)(C)OC3
  0.5, 6, 0, -20, nt, -0.9, 20, -7, -0.4
Cc1ccccc1OCC(=O)N/N=C/c1c(C)nn(-c2ccccc2)c1Cl
  0.0, -1, 5, nt, nt, 3.1, 13, 5, -2.3
CC1=CC(C)(C)N2C(=O)C3(SCC(=O)N3c3ccc(O)cc3)c3cc(C)cc1c32 (stereo unspecified)
  3.2, -4, 3, 20, nt, 2.4, -4, -4, 11
COc1ccccc1CC(=O)Nc1c[nH]c(=O)[nH]c1=O
  -0.6, -2, -3, -13, 3.1, 0.7, 3, 5, -0.3
Cc1cc(C)n(-c2nnc(C)n2NS(=O)(=O)c2ccc(F)cc2)n1
  0.7, -4, 4, -10&-2, 1.7, 0.5, 6, -2, -1.8
O=P(CCl)(Nc1ccccc1)C(Cl)(Cl)Cl (stereo unspecified)
  0.3, -2, 3, 1, 1.7, -0.5, 5, 10, -0.9
C[C@@H]1CN([C@@H](C)CO)C(=O)CCCn2nncc2CO[C@H]1CN(C)Cc1ccc2c(c1)OCCO2
  -0.2, -8, nt, nt, 1.6&0.8, nt, 6, -3, -0.1
COc1ccc(C(=O)c2c(O)cc(-c3ccc(OC)cc3)oc2=O)cc1
  -0.5, -2, 5, -4, -0.8, -1.3, -7, 5, -0.4
O=C(NCCN1CCOCC1)c1cc2ccccc2oc1=O
  2.5, 7, 1, -12, 3.1, -0.7, -8, 7, -0.5
Cc1nc2ccccc2n1C1CCN(C(=O)Nc2ccccc2)CC1
  -0.1, -4, -1, -3, 2.0, -2.2, -3, 7, i
Cc1ccccc1NC(=O)c1ccc2c(O)c(S(=O)(=O)c3ccccc3)c(=O)[nH]c2c1
  -1.2, 1, 1, -10, 1.1, -0.9, 2, -2, i
CN1CCc2c(sc(NC(=O)CS(=O)(=O)c3ccccc3)c2C(N)=O)C1
  2.2, -6, nt, 2, 0.8, -1.6, 2, 1, i
Fc1cccc(/C=N/n2c(C3CCCCC3)n[nH]c2=S)c1
  -2.7, 0, -1, nt, -0.6, 1.0, 8, 0, -1.2
O=C(O)c1ccccc1-c1ccccc1C(=O)Nc1ccccc1-c1ccccc1
  ?, -4, 4, -20, 6.4, -0.4, 0, 6, -0.6
Brc1ccccc1C1N=C(c2ccccc2)NO1 (stereo unspecified)
  -5.6, -1, 6, -22, 0.4, -0.1, 0, 1, -0.5
O=C(CN1CCC(NC(=O)c2ccc(F)cc2)CC1)NCc1ccccc1F
  -1.7, -1, -2, 0, nt, -0.4, -2, -9, -0.2
O=C(CCOc1ccccc1)N1CCN(S(=O)(=O)c2cccs2)CC1
  0.1, -12, -3, 1, nt, 16, -1, -3, -0.3

Screens from PubChem.
